CHO-K1 Ca antag – nonselective inhibitor or artifact in parental CHO-K1 cells. ATP-induced calcium, Fluo-8 fluorescence. inhibition, % at 3 µM. 360,000 compounds, 0.6% hits. AID 602250;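 active = inhibition above a per-plate cutoff, the plate's mean sample inhibition plus 3 SD, cut at about 24% in these data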;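 note: 0% = DMSO plus EC80 ATP and 100% = DMSO alone without ATP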
CHRM1 agonist – human M1 muscarinic receptor agonists, primary screen, Fluo-8 calcium fluorescence, CHO-K1 cells, HTS | 360,000 compounds, 0.33% hits | AID 588814, 2011 | activation, % at 3 µM | CHO-K1 hM1, agonist mode; 0% DMSO, 100% acetylcholine EC100 | Muscarinic acetylcholine receptor M1 (Homo sapiens), P11229;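 active = activation above the run's mean compound activation plus 3 SD, cut at about 16% in these data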;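 note: peak over basal fluorescence ratio within a 140 s kinetic read after compound addition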
Target sequence (P11229 whole entry, looked up): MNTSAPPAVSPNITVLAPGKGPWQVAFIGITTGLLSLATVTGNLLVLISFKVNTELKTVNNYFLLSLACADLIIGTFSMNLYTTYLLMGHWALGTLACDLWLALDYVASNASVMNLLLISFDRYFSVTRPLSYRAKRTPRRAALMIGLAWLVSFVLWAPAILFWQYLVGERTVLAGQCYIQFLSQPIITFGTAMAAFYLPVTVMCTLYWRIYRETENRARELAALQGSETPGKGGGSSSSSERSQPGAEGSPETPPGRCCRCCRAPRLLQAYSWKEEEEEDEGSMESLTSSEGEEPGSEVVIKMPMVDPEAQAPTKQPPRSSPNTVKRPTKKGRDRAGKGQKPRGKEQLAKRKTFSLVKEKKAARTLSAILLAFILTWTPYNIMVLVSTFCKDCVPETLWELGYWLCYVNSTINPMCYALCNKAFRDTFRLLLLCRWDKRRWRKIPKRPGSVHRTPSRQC
TAAR1 agonist – human TAAR1 agonists, primary screen, Fluo-8 calcium fluorescence, CHO RD-HGA16 cells; vehicle wells 0%, saturating PEA agonist 100%; Trace amine-associated receptor 1 (Homo sapiens), Q96RJ0; 360,000 compounds, 0.99% hits; activation, % at 3 µM;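 active = activation above the mean activation of all test compounds in the run plus 3 SD, cut at about 38% in these data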
Target sequence (Q96RJ0 whole entry, looked up): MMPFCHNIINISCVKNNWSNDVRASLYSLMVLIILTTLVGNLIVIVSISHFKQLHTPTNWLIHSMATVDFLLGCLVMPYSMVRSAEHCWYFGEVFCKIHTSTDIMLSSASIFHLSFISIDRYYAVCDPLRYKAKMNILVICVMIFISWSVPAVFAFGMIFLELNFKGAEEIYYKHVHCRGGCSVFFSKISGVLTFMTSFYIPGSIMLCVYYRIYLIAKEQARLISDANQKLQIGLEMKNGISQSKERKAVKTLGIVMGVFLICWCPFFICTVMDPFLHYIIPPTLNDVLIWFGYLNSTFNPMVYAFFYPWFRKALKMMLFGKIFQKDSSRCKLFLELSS
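Benchmarks: low control DMSO, high control PEA (EC100); System: CHO RD-HGA16 cells carrying human TAAR1 plus Gα16; Detection: Fluo-8 fluorescence, 5 s baseline then 140 s kinetic read; Schedule: 17-24 h plating, Fluo-8 75 min 37 °C, 30 min RT; Read-out basis: % activation from peak over basal fluorescence ratio, DMSO-to-PEA scaled.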
M1 antag – human M1 muscarinic receptor antagonists, primary screen, CHO-K1 cells, Fluo-8 calcium fluorescence, 1536-well; CHO-K1 hM1, ACh EC80 antagonist; inhibition, % at 3 µM; 360,000 compounds, 1.3% hits; AID 588852, 2011;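 active = percent inhibition above its own plate's cutoff, namely the mean of that plate's compound wells plus 3 SD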;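 note: peak over basal fluorescence ratio during 140 s after agonist addition; 0% = ACh EC80 plus DMSO and 100% = DMSO alone without agonist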
TAAR1 antag – human TAAR1 antagonists, primary screen, Fluo-8 calcium fluorescence, CHO RD-HGA16 cells; antagonist; inhibition, % at 3 µM; 360,000 compounds, 1.5% hits; AID 624466, 2012;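 active = inhibition above a per-plate cutoff, the mean inhibition of test compounds on that plate plus 3 SD, cut at about 49% in these data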;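 note: 0% = DMSO plus EC80 beta-PEA response and 100% = DMSO alone without agonist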
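Material: RD-HGA16 CHO cells with stable hTAAR1 and Gα16; Dosing: single nominal final test compound concentration of 3 µM; Schedule: seeding 17-24 h prior, 75-min 37 °C, 30-min RT dye loading; Detection: kinetic Fluo-8 calcium fluorescence measurement; Measure: % inhibition from peak post-agonist over basal fluorescence ratio; Benchmarks: vehicle and agonist controls.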
CHO parental Ca – ATP-evoked calcium signal inhibitors, parental CHO, primary screen, counter-screen for OX1R antagonist project, cell-based, fluorescence, Fluo-8 calcium dye; parental CHO-K1, ATP-induced calcium, Fluo-8 fluorescence; inhibition, % at 5.6 µM; 330,000 compounds, 0.63% hits; AID 463079, 2010;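 active = inhibition above that plate's mean sample inhibition plus 3 SD, cut at about 26% in these data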;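 note: 0% = ATP-challenged DMSO wells and 100% = DMSO wells without ATP; some compounds past the cut are filed as inactive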
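Material: Parental CHO cells | Reagent: ATP | Compound dosing: Single nominal dose of 5.6 µM per compound | Detection: Intracellular calcium via Fluo-8 no-wash fluorescent dye | Read-out: % inhibition of ATP-induced calcium mobilization | Benchmarks: Low control ATP plus DMSO, high control DMSO only | Replicates: Singlicate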
CHO-K1 Ca PAM – nonselective calcium activators in parental CHO-K1 cells, primary screen, counter-screen for M1 PAM project, cell-based, Fluo-8 calcium fluorescence, full deck, 1536-well; ATP EC20; 0% at ATP EC20, 100% at ATP max; activation, % at 3 µM; 360,000 compounds, 0.02% hits; AID 602247, 2012;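 active = activation above the run cutoff, the mean activation of all test compounds plus 3 SD, cut at about 40% in these data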;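 note: peak over basal fluorescence ratio in a 140 s read after ATP addition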
CHRM1 PAM – human M1 muscarinic receptor positive allosteric modulators, primary screen, CHO-K1 cells, Fluo-8 calcium fluorescence, 1536-well | activation, % at 3 µM | Muscarinic acetylcholine receptor M1 (Homo sapiens), P11229 | 360,000 compounds, 0.088% hits | CHO-K1 hM1, ACh EC20; 0% = ACh EC20, 100% = maximal ACh; in the data active = activation above about 19%, passing the limit was not always enough
M1 ag parental – counter-screen for M1 agonists: effect in parental CHO-K1 cells | activation, % at 3 µM | Fluo-8 calcium fluorescence; scaled to maximal ATP response, vehicle zero | 360,000 compounds, 0.48% hits | AID 602248, 2012; in the data active = activation above about 15%;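 note: untransfected CHO-K1 host cells lacking M1 receptor as counterscreen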
* marks the source's active call; other numbers are inactive results; . = not tested or not shown.

Under each structure – CHO-K1 Ca antag	CHRM1 agonist	TAAR1 agonist	M1 antag	TAAR1 antag	CHO parental Ca	CHO-K1 Ca PAM	CHRM1 PAM	M1 ag parental
CCOC(=O)c1c(C)c(C)n2c1NC(=O)C2
 : 3	1	1	10	5	.	15	-2	2.5
CC1CN(c2nc3ccccc3nc2C(C#N)C(=O)NCc2ccc3c(c2)OCO3)CC(C)O1 (stereo not given)
 : 3	2	9	-2	-11	-18	10	13	1.4
Oc1c(Cl)cc(Cl)c2cccnc12
 : 9	-5	2	7	11	.	3	2	1.3
C=Cn1nc(C)c2ccccc2c1=O
 : -7	-4	-2	-8	-14	-10	10	2	-0.5
CN1C[C@@H]2C(c3ccc(C(F)(F)F)cc3)C3(c4cccnc4)CC2(C3)[C@H]1c1ccccc1 (stereo not given in full)
 : -12	-10	8	32*	10	-32	22	-32	0.2
Cc1ccc(OCCNCC(O)COc2ccccc2)cc1 (stereo not given)
 : -3	-4	6	-6	7	-17	13	6	14
COc1ccc(NC(=O)C2CC(=O)NC(Nc3cccc(C)c3)=N2)cc1 (stereo not given)
 : 6	-2	51*	-6	8	-5	-2	5	-0.2
Cc1ccc(S(=O)(=O)N(C(=O)c2ccncc2)c2ccc(OC(=O)c3ccncc3)c3ccccc23)c(C)c1
 : -13	-1	.	-23	.	-16	21	8	0.7
O=C(c1cc[n+]([O-])cc1)N1CCCC(N2CCN(c3cccc(C(F)(F)F)c3)CC2)C1 (stereo not given)
 : -12	-6	1	-5	-30	-6	11	3	0.9
CN1CCC(NCCC(c2ccc(F)cc2)c2ccc(Cl)cc2)CC1 (stereo not given)
 : 10	-4	15	2	19	.	15	2	12
Cc1cc(N/N=C/c2ccc([N+](=O)[O-])o2)nc2ccccc12
 : -10	3	12	11	34	-6	15	-1	5.7
CCc1ccc(C(O)(CC)C(CN2CCOCC2)c2ccccc2)cc1 (stereo not given)
 : -18	-5	6	-23	-20	.	5	16	1.1
Cn1c(C(=O)O)c(S(=O)(=O)c2ccc(Cl)cc2)c2ccccc21
 : -6	-4	8	-12	-6	5	4	8	0.4
O=C(NC(NC1CCS(=O)(=O)C1)C(=O)c1ccccc1)c1ccc(Cl)cc1 (stereo not given)
 : -9	-2	7	-21	-1	-11	15	2	4.3
CCn1c2ccccc2c2nnc(SCCCn3c(=O)[nH]c4ccccc43)nc21
 : -24	-5	.	-26	.	-34	14	0	2.9

(listing goes on)
Under each structure – CHO-K1 Ca antag	CHRM1 agonist	TAAR1 agonist	M1 antag	TAAR1 antag	CHO parental Ca	CHO-K1 Ca PAM	CHRM1 PAM	M1 ag parental
N#C/C(=N/Nc1ccc(S(=O)(=O)N2CCOCC2)cc1)C(N)=O
 : -3	-5	10	-8	6	-2	14	8	0.5
Cc1sc2nc(N)sc2c1C
 : 8	-5	9	-8	4	-3	-3	-2	0.1
NC(=O)C(F)(F)C12OC3C4C5CC(C6C5C3C61)C42 (stereo not given)
 : -21	-5	2	8	-17	9	7	-2	0.5
Cc1ccc(NC(=O)c2cnccn2)cc1S(=O)(=O)N(C)C
 : -5	-3	6	-10	-7	-5	14	9	0.2
COc1ccc(/C=N/NC(=O)c2ccn[nH]2)cc1COc1ccc(Cl)cc1
 : 0	-4	9	-14	28	-3	18	4	0.8
O=C(/C=C/c1ccc(O)cc1)c1c(O)cc(O)cc1O
 : -1	0	3	-3	-8	-2	2	-1	0.8
CCOC(=O)c1c(CC(C)C)csc1NC(=O)CCl
 : -4	-5	9	0	-19	-15	19	-2	-0.2
Cc1cccc(N=C2NN=C(c3ccc4c(c3)OCCO4)CS2)c1
 : -31	0	3	-10	-8	0	29	7	-0.6
C[C@H](CO)N1C[C@H](C)[C@@H](CN(C)C(=O)NC2CCCCC2)Oc2c(NC(=O)Nc3ccc(C(F)(F)F)cc3)cccc2C1=O
 : -13	-8	24	-4	42	-17	19	3	0.5
Cc1oc2ncnc(N)c2c1C
 : -3	-3	2	0	0	-16	12	4	0.5
Cc1noc(C)c1COc1ccccc1C(=O)NCCc1ccccc1
 : 0	-3	1	-6	-14	.	-9	4	0.7
c1ccc(CCC2CCCCN2Cc2nc(C3CC3)no2)cc1 (stereo not given)
 : 15	-12	10	-2	4	-13	-9	-1	0.3
COc1ccccc1N(CC(=O)NC1CCCCC1)S(=O)(=O)c1ccccc1
 : -2	-6	3	-3	-2	-12	12	7	0.1
CCOC(=O)N1CCN(C(=O)CSc2nc(=O)n3cccc(C)c3n2)CC1
 : -6	-4	1	2	-22	-15	18	8	1.9
Cc1occc1-c1nnc(SCC(=O)N2CCCc3ccccc32)n1Cc1ccco1
 : -12	-5	4	-27	-12	.	6	0	1.3

Other results
Under each structure – CHO-K1 Ca antag	CHRM1 agonist	TAAR1 agonist	M1 antag	TAAR1 antag	CHO parental Ca	CHO-K1 Ca PAM	CHRM1 PAM	M1 ag parental
CC(C)Oc1ccc(/C(O)=C2/C(=O)C(=O)N(CCN3CCNCC3)C2c2ccc(C(C)C)cc2)cc1 (stereo not given)
 : -7	-3	0	-3	-6	-16	2	6	0.7
CCc1ccc(NC(=O)CCNS(=O)(=O)c2cccc3nsnc23)cc1
 : -12	-5	5	9	5	-5	1	-5	2.7
CCOc1cc(C(=S)N2CCOCC2)ccc1OC
 : -12	-3	-3	23	-3	-12	8	-16	0.0
c1ccc(Nc2n[nH]nc2-c2ccccc2)cc1
 : -10	-1	9	-29	2	1	10	5	-0.1
Cc1ccc(CC2SC(N=C(N)N)=NC2=O)cc1 (stereo not given)
 : -12	0	-1	-14	11	-3	2	13	0.7
O=C(NCCCN1CCOCC1)/C(=C/c1ccc(F)cc1)NC(=O)c1ccccc1
 : -11	-3	1	-3	-17	-11	17	5	0.5
COc1ccccc1N1C(=O)C(Cl)=C(Nc2ccccc2O)C1=O
 : -1	-2	13	4	11	.	15	-1	4.9
CCC(C)NC(=O)c1cc(CC(C)C)on1 (stereo not given)
 : 15	-7	1	18	-6	4	10	-10	4.9
C/C(=N\Nc1c([N+](=O)[O-])c(C)nn1C)c1ccc(F)cc1F
 : -9	-6	2	-1	-5	-19	10	3	0.5
O=C(NCc1ccc(F)cc1)C1CCN(S(=O)(=O)c2ccc(Br)s2)CC1
 : -10	-5	6	1	14	-15	13	21	6.5
CSCCNC(=O)c1ccc(C(C)(C)C)cc1
 : -2	-6	8	-9	18	-7	6	8	0.1
Cc1ccc(-c2ccc(/C=N\NC(=O)c3cc4c(ccc5ccccc54)o3)o2)cc1[N+](=O)[O-]
 : -3	-2	6	-11	7	3	9	6	0.2
CCCNc1c(N)c(=O)oc2ccccc12
 : -7	-2	3	-10	11	-22	9	14	0.1
COc1ccc2oc3cc(C)[n+]([O-])c(-c4ccc(Br)cc4)c3c2c1
 : 0	-5	0	6	-20	-27	19	5	0.3
CNC(=O)NC(=O)CSc1nnc(-c2ccco2)n1-c1ccccc1
 : -14	-3	2	-26	-16	.	26	15	1.6

Next section:
Under each structure – CHO-K1 Ca antag	CHRM1 agonist	TAAR1 agonist	M1 antag	TAAR1 antag	CHO parental Ca	CHO-K1 Ca PAM	CHRM1 PAM	M1 ag parental
CCn1c(COC(=O)CNC(=O)c2ccccc2F)nc2cc(S(=O)(=O)N(C)C)ccc21
 : 1	-3	0	-5	2	0	-15	8	0.4
COc1ccc(NC(=O)/C(=C/c2cccnc2)NC(=O)c2cccs2)cc1
 : 5	-3	1	-1	-7	0	-1	0	0.2
CCOc1ccc(N(C(=O)c2cnccn2)C(C(=O)NC2CCCCC2)c2ccc(O)cc2)cc1 (stereo not given)
 : 2	-4	3	-11	-2	-20	3	12	-0.9
Cc1ccc(C(C)NC(=O)CSc2ccc(S(=O)(=O)N3CCOCC3)cn2)cc1C (stereo not given)
 : -8	-4	2	-2	-5	-28	-9	-1	0.8
CC1(C)CC(NC(=O)C(Cl)(Cl)Cl)CC(C)(C)N1
 : -3	-11	5	-5	-8	-15	14	7	0.8
O=C(CCc1nnc(C2(c3ccc(Cl)cc3)CCC2)o1)N1CCCC(O)C1 (stereo not given)
 : -10	-3	1	-4	-25	-8	3	3	1.5
CCCCCc1nnc(NC(=O)CS(=O)(=O)Cc2ccccc2)s1
 : -2	-4	9	-1	-13	-17	15	6	0.2
COC(=O)[C@@]1(Cc2ccc(OC)cc2)[C@H]2c3cc(C(=O)N(C)C)n(Cc4c(CO)[nH]cc(C)c4=O)c3C[C@H]2CN1C(=O)c1ccccc1
 : 1	2	10	7	21	7	4	-2	4.4
CC1=C(C(=O)NCCN2CCN(C)CC2)C2(CCC(C)CC2)OC1=O (stereo not given)
 : 6	-7	3	-4	2	-9	-1	9	0.0
Cn1[nH]c(C(F)(F)F)cc1=O
 : -3	-6	1	-1	2	8	15	9	0.1
OCC1(CCOc2ccccc2)CCN(Cc2ccccc2OC(F)F)CC1
 : -2	-8	3	5	-17	2	15	-6	1.4
Cc1ccc(CONS(=O)(=O)c2cc(C)ccc2C)cc1
 : -5	-5	1	-4	9	-14	-16	4	-0.8

Compound activity from PubChem BioAssay.
